FXIIa single: human FXIIa protease inhibitors, primary screen, biochemical, single well; 33,000 tested, 0.2% active; purified human FXIIa, AMC substrate fluorescence, 2 h; inhibition, % at 10 µM; AID 701, 2007; in the data active = inhibition above about 30%;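 note: 0% = enzyme with vehicle only and 100% = no enzyme blank; many of its hits are not listed in these tables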
FXIa single inh: human FXIa protease inhibitors, primary screen, biochemical, single compound per well; Coagulation factor XI (Homo sapiens), P03951; purified human FXIa, fluorogenic AMC substrate cleavage; inhibition, % at 10 µM; 33,000 tested, 0.3% active; AID 687, 2007;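 active = inhibition above 40% in the primary screen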;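 note: 0% = enzyme without compound and 100% = blank wells lacking enzyme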
Target sequence (P03951 19-387 limits assumed): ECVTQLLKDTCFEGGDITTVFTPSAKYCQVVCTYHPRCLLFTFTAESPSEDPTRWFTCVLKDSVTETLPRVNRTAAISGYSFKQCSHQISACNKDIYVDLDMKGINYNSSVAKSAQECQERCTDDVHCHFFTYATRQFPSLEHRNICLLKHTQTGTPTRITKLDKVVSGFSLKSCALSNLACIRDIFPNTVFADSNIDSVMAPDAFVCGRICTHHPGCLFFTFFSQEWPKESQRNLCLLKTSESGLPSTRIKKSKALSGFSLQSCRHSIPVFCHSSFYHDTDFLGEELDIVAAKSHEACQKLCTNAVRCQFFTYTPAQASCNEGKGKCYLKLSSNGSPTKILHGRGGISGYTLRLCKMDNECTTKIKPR
Target sequence (P03951 388-625 limits assumed): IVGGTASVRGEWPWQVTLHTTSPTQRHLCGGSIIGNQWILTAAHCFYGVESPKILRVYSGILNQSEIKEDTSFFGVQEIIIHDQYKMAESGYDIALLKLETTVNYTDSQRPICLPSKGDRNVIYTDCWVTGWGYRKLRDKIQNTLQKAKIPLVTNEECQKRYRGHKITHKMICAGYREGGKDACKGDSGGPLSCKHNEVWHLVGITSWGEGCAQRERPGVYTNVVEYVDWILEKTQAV
* hit, by the source's call. Only part of the results is shown (hit frequency here may not be typical).

Each structure is followed by: FXIIa single	FXIa single inh
CCOC(=O)N/N=C(/C)c1ccc([N+](=O)[O-])o1
    4	9
CN1CCN(CC(O)COCc2ccc3c(c2)OCO3)CC1 (stereo not given)
    3	6
O=C(NC(=O)c1ccccc1)NC(=O)c1ccccc1
    2	-7
O=C(Cn1nnc(-c2ccccc2Cl)n1)N1CCN(S(=O)(=O)c2ccc(Cl)cc2)CC1
    9	-1
CC(=O)Nc1ccc2c(c1)n(C)c(=O)n2C
    3	3
O=S(=O)(c1ccc2c(c1)OCCO2)N1CCN(Cc2ccccc2)CC1
    -11	28
O=C(NCCN1CCOCC1)c1cccc(Cl)c1
    -14	36
Cc1cc(=O)oc(C)c1C(=O)Nc1ccc2ncccc2c1
    4	-7
O=C(Nc1ccc(Oc2ccccc2)cc1)C1CCN(c2c3c(nc4ncnn24)CCC3)CC1
    6	2
CCCCNC(=O)c1ccccc1NC(=O)c1ccccc1N(C)S(C)(=O)=O
    -13	-5
Cc1cccc(N2CCN(C(c3cccs3)c3nnnn3C(C)(C)C)CC2)c1C (stereo not given)
    2	0
CCOC(=O)c1cnn(-c2ccccc2)c1NC(=O)c1ccccc1C
    5	17
c1ccc2oc(SCc3cn4ccccc4n3)nc2c1
    6	2
COc1ccc(/C=N/Nc2ncnc3scc(-c4ccccc4)c23)cc1OC
    15	10
COC(=O)c1sc(S(=O)(=O)N2CCN(c3ccc(OC)cc3)CC2)c(C(=O)OC)c1C
    5	6
COc1cccc(-c2nnc(Nc3nc4c(F)cccc4s3)o2)c1
    -10	11
Cc1ccc(Cn2ccc(NC(=O)c3noc4c3CCc3ccccc3-4)n2)cc1
    -1	-1
CCOC(=O)c1nn(-c2ccc(C)c(C)c2)c(=O)c2c(N)scc12
    9	5
CCc1nnc(NC(=O)C2CCCN2C(=O)Nc2ccccc2OC)s1 (stereo not given)
    -7	-8
COc1ccc(C(=O)COC(=O)C(C(C)C)N2C(=O)C3C4C=CC(C4)C3C2=O)cc1 (stereo not given)
    5	13
COC(=O)c1cc2ccsc2n1CC(=O)NCC1CCCO1 (stereo not given)
    2	-7
Cc1ccc(O)c(C(=O)c2cc(C#N)c(=O)n(-c3c(C)n(C)n(-c4ccccc4)c3=O)c2)c1
    1	-8
COc1ccccc1-n1nnnc1SCC(=O)Nc1ccccn1
    3	5
COCCNc1c(-c2ccc(O)cc2)nc2ccc(Cl)cn12
    5	1
COc1ccc(CCNC(=S)Nc2cccc(C)c2)cc1
    10	2
COc1ccc2cc(CCC(C)=O)ccc2c1
    6	4
CN1C(=O)CSC1=NC12CC3CC(CC(C3)C1)C2
    2	-2
O=C(NCc1ccccn1)c1cn(CCc2ccccc2)nn1
    31*	3
CC(C(=O)Nc1ccccc1C(=O)N1CCOCC1)N(c1ccccc1)S(C)(=O)=O (stereo not given)
    7	-4
COc1ccc(S(=O)(=O)NNC(=O)c2csc(-n3nc(C)cc3C(F)(F)F)n2)cc1
    1	4
COc1ccccc1-c1noc(CCC(=O)Nc2ccccc2Cl)n1
    7	3
CCOC(=O)c1[nH]cnc1C(=O)NC1CCCCC1
    2	3
NC(=O)NC(c1ccccc1)c1cccc2ccccc12 (stereo not given)
    1	-4
COc1ccc(-c2nc(CC(=O)O)cs2)cc1OC
    16	1
CC(C)c1cc(C(=O)Nc2cc(Br)ccc2O)no1
    9	-7
COC(=O)c1sccc1NC(=O)c1cc(C)on1
    7	8
CN1CCN(C2CC(=O)N(c3ccc4c(c3)OCCO4)C2=O)CC1 (stereo not given)
    -1	-9
CN1C(=O)CC(N2CCN(C(=O)c3ccccc3)CC2)C1=O (stereo not given)
    6	-3
CCn1c(SCC(=O)NC(C)(C)C)nnc1-c1ccccn1
    -1	-9
CN1c2ccccc2C(C)(C)C12C=Nc1c(ccc3ccccc13)O2 (stereo not given)
    -3	-9
CN(C)c1cc[nH]c(=O)c1C#N
    -9	21
CCOc1c(C(N)=O)c(-c2ccccc2)c2c(=O)[nH]c3ccccc3n12
    2	0
O=C(O)C1C2C=CC(O2)C1C(=O)Nc1ccc(S(=O)(=O)N2CCc3ccccc32)cc1 (stereo not given)
    2	3
CC(C)OC(=O)c1cn(-c2ccccc2)nc1-c1ccco1
    5	2
CC1(C)C2(C#N)C(N)=NC3(OCCO3)C12C#N (stereo not given)
    6	9
Cc1ccc(C)c(SCC(=O)NCc2ccco2)c1
    -18	1
CCCCC(C(=O)OCC(=O)c1ccc(OC)cc1)N1C(=O)c2ccccc2C1=O (stereo not given)
    6	-6
Cc1cccc(NS(=O)(=O)c2ccc(C3CCCCC3)cc2)n1
    10	6
Cc1ccc(N=Cc2c(O)n(-c3cc(Cl)ccc3N3CCOCC3)c(=O)c3ccccc23)cc1C
    5	6
CC(C)Cn1cc(C(=O)NCCCOC(C)C)c2c3ccccc3n(C)c2c1=O
    -3	-7
Cc1ccc2nc(NC(=O)CN(C)S(=O)(=O)c3cccc4nsnc34)sc2c1
    6	-4
CN(C)S(=O)(=O)N1CCN(C(=O)c2ccccc2)CC1
    -6	2
CC(Sc1ccc(Cl)cc1)C(=O)Nc1ccc2c(c1)OCO2 (stereo not given)
    -15	-3
CCOC(=O)c1c(NC(=O)CSc2nnc(C)s2)sc2c1CCC(C)C2 (stereo not given)
    6	-8
Cc1cc(=O)n2nc(-c3ccc(C(F)(F)F)cc3)sc2n1
    -6	-1
CCC(=O)N(CCc1ccccc1)Cc1cc2cc3c(cc2[nH]c1=O)OCO3
    0	-5
C=C(C)Cc1c(C)c(C#N)c2nc3ccccc3n2c1N1CCCCC1
    12	-2
CCOC(=O)N1CCN(S(=O)(=O)c2ccc(F)c(C(=O)Nc3cc(C)cc(C)c3)c2)CC1
    5	-8
O=C(NCc1ccco1)c1ccc(Cn2c(=O)c3sccc3n(Cc3cccc(F)c3)c2=O)cc1
    -16	-14
O=C(NCCCO)c1nnc(Cc2c(F)cccc2Cl)o1
    2	-11

(next part)
Each structure is followed by: FXIIa single	FXIa single inh
CCOc1ccc2nc(SCC(=O)NC(=O)NCc3ccco3)[nH]c2c1
    10	7
CC1CCCCN1CCNC(=O)c1ccc2c(=O)n(CCc3ccccc3)c(=O)[nH]c2c1 (stereo not given)
    5	3
COc1ccc(-n2nc(C(=O)NCC(=O)N3CCN(C)CC3)c3ccccc3c2=O)cc1OC
    8	-10
O=C(O)CN(c1ccccn1)S(=O)(=O)c1ccc(Cl)cc1
    5	-7
COC(=O)C(C)Sc1n[nH]c(=S)s1 (stereo not given)
    7	-6
Cc1nc(NC(C)C)c2oc3ccccc3c2n1
    6	0
CC(C)C(=O)c1cn(CC(=O)NCc2ccco2)c2ccccc12
    7	-2
Cc1ccc(S(=O)(=O)Oc2ccc(C(c3c(C)[nH][nH]c3=O)c3c(C)[nH][nH]c3=O)cc2)cc1
    -11	15
Cc1ccccc1CN1CCN(S(C)(=O)=O)CC1
    4	-6
COC(=O)c1cccc(-n2cnnn2)c1
    -18	2
CCC(=O)N1CCN(c2ccc(NC(=O)c3ccco3)cc2)CC1
    -1	0
CCN1CCN(c2nc(-c3ccccn3)nc3ccccc23)CC1
    0	-6
CSc1nc(NC(C)=O)nc(C)c1Cl
    6	-3
CCN(CC)S(=O)(=O)c1ccc2[nH]cc(C(=O)NCCC3=CCCCC3)c(=O)c2c1
    6	7
CC(C)C(=O)Nc1ccc(NC(=O)c2cccs2)cn1
    2	-4
Cc1ccc2nsnc2c1S(=O)(=O)NC1CC1
    6	5
Fc1ccc(Br)cc1C1C=C(c2ccc(Br)cc2)Nc2ncnn21 (stereo not given)
    3	-8
COc1ccccc1OCC(=O)N1CC2(C)CC1CC(C)(C)C2 (stereo not given)
    -2	-1
Cc1nc2cc(NC(=O)N3CCN(c4ccccn4)CC3)ccc2o1
    2	9
O=c1c2cn[nH]c2nc(SCc2ccc3c(c2)OCCO3)n1-c1ccccc1
    -10	-8
COc1ccc(S(=O)(=O)CCC(=O)N2CC(=O)N(CCc3ccccc3)C(=O)C2)cc1
    -13	1
CC(C)(C)CC(=O)NCc1ccc(F)cc1
    3	-4
O=S(=O)(Nc1nc2c(s1)CCCC2)c1ccc2ccccc2c1
    4	9
CCS/C(N)=N/N=C/c1cc(C)ccc1O
    1	-5
COCCCNC(=O)Cc1ccccc1OC
    1	8
CC(=O)NC1(C(F)(F)F)C(=O)NC(C)=C1C#N (stereo not given)
    4	-6
CCCS(=O)(=O)N1CCCC(C(=O)N2CCC(Cc3ccccc3)CC2)C1 (stereo not given)
    19	15
CC(=O)c1ccc(NS(=O)(=O)c2ccc(CC(C)C)cc2)cc1
    -2	0
COc1ccccc1NC(=S)NCc1ccco1
    2	-6
CCOC(=O)C1=C(CC)OC(N)=C(C#N)C1c1cccs1 (stereo not given)
    20	-6

Not a retest: entries from further up.
Each structure is followed by: FXIIa single	FXIa single inh
COC(=O)c1cccc(-n2cnnn2)c1
    -18	2
CCC(=O)N1CCN(c2ccc(NC(=O)c3ccco3)cc2)CC1
    -1	0
CCN1CCN(c2nc(-c3ccccn3)nc3ccccc23)CC1
    0	-6
CSc1nc(NC(C)=O)nc(C)c1Cl
    6	-3
CCN(CC)S(=O)(=O)c1ccc2[nH]cc(C(=O)NCCC3=CCCCC3)c(=O)c2c1
    6	7
CC(C)C(=O)Nc1ccc(NC(=O)c2cccs2)cn1
    2	-4
Cc1ccc2nsnc2c1S(=O)(=O)NC1CC1
    6	5
Fc1ccc(Br)cc1C1C=C(c2ccc(Br)cc2)Nc2ncnn21 (stereo not given)
    3	-8
COc1ccccc1OCC(=O)N1CC2(C)CC1CC(C)(C)C2 (stereo not given)
    -2	-1
Cc1nc2cc(NC(=O)N3CCN(c4ccccn4)CC3)ccc2o1
    2	9
O=c1c2cn[nH]c2nc(SCc2ccc3c(c2)OCCO3)n1-c1ccccc1
    -10	-8
COc1ccc(S(=O)(=O)CCC(=O)N2CC(=O)N(CCc3ccccc3)C(=O)C2)cc1
    -13	1
CC(C)(C)CC(=O)NCc1ccc(F)cc1
    3	-4
O=S(=O)(Nc1nc2c(s1)CCCC2)c1ccc2ccccc2c1
    4	9
CCS/C(N)=N/N=C/c1cc(C)ccc1O
    1	-5
COCCCNC(=O)Cc1ccccc1OC
    1	8
CC(=O)NC1(C(F)(F)F)C(=O)NC(C)=C1C#N (stereo not given)
    4	-6
CCCS(=O)(=O)N1CCCC(C(=O)N2CCC(Cc3ccccc3)CC2)C1 (stereo not given)
    19	15

Remaining list, next part.
Each structure is followed by: FXIIa single	FXIa single inh
O=c1c2ccccc2nc2c3ccccc3c(NCc3ccco3)nn12
    -1	-15
COc1ccccc1/C=N/n1c(C)nnc1-n1nc(C)cc1C
    -12	17
COc1ccc(-c2noc(CCC(=O)NC3CCCCC3)n2)cc1OC
    5	-7
COc1ccccc1NC(=O)CSc1ncn(-c2ccccc2)n1
    10	7
O=C(Nc1ccc(Cl)c(Cl)c1)C1=Cc2ccccc2OC1
    -3	1
CC(=O)c1ccc(NC(=O)Nc2ccc(Cl)cc2)cc1
    -1	-3
O=C(CSc1nnc(-c2ccccc2NC(=O)c2ccccc2)o1)OC1CCCCC1
    -2	-3
CCCn1c(N)c(C(=O)CSc2nnc(C)n2Cc2ccccc2)c(=O)n(C)c1=O
    5	1
COC(CNC(=O)c1ccc2c(c1)nc(C)n2-c1cccc(F)c1)OC
    8	-12
COc1cccc(C(=O)Nc2nc3ccccc3[nH]2)c1
    -11	19
CC1CN(C(=O)c2ccccc2)OC(c2ccc3c(c2)OCO3)O1 (stereo not given)
    0	1
Cc1cc(=O)[nH]c(N2CCc3ccccc3C2)n1
    1	-8
CCOc1ccccc1N/C=C/C(=O)C(C)(C)C
    11	-2
CCNC(=S)N1CCN(CCN=CC2=C(O)CC(c3ccco3)CC2=O)CC1 (stereo not given)
    5	-5
COC(=O)c1c(C)oc2c1cc(NS(=O)(=O)c1cccs1)c1ccccc12
    7	-7
Cc1nc(C)c(-c2csc(Nc3cccnc3)n2)s1
    -12	-1
Cc1ccc(OCC(=O)NCc2ccco2)cc1C
    -2	4
CCn1c(=O)c(C(=O)Nc2ccccc2C)c(O)c2ccccc21
    5	6
c1ccc2c(c1)nc(N1CCOCC1)c1c3ccccc3[nH]c21
    4	-1
CCOC(=O)c1c(NC(=O)Nc2ccccc2)sc(C)c1C
    2	-8
CN(C)C=NC(=O)c1ccc(N2CCN(c3ncc(C(F)(F)F)cc3Cl)CC2)cc1
    7	1
COc1ccccc1NC(=O)N1CCC(c2nnc(SCC(N)=O)n2C)CC1
    6	-8
COc1ccc(N(C(=O)Cn2nnc3ccccc32)C(C(=O)NCc2ccco2)c2ccc(C)o2)cc1 (stereo not given)
    2	-1
COc1ccc(CN(C#N)c2nc(SC)nc(N(C)C)n2)cc1
    1	-7
CSc1nc(-c2ccccc2)[nH]c(=S)c1C(C)=O
    7	-6
Cc1cc(C)n(CC(O)Cn2c3ccccc3c3ccccc32)n1 (stereo not given)
    -13	15
COc1ccccc1-c1nnc(SCc2nc3ccccc3s2)n1C
    -4	-10
CCN(Cc1ccccc1)C(=O)c1ccc(CNS(=O)(=O)c2ccc(C)cc2)cc1
    9	11
N#Cc1c(N)nc(SC2CCCCC2=O)c(C#N)c1-c1ccco1 (stereo not given)
    4	3
CCOC(=O)Cc1csc(NC(=O)COc2ccc(N(C)S(=O)(=O)c3ccc(C)cc3)cc2)n1
    4	-2
FC(F)(F)c1ccc(CN2CCCCCC2)cc1
    7	6
CC1CCN(c2nc3nonc3nc2N2CCC(C)CC2)CC1
    4	11
Clc1ccc2c(c1)c1ccccc1n2CN1CCOCC1
    -15	3

A section taken from the entries so far, as a working copy:
Each structure is followed by: FXIIa single	FXIa single inh
CCOC(=O)N/N=C(/C)c1ccc([N+](=O)[O-])o1
    4	9
CN1CCN(CC(O)COCc2ccc3c(c2)OCO3)CC1 (stereo not given)
    3	6

Bioassay records from PubChem BioAssay.
